Source: PubChem (several laboratories)
hcDAF-12 act – activators of H. contortus DAF-12 nuclear receptor; HEK293 hcDAF-12 lit1-tk-luc reporter, luminescence; 0% DMSO, 100% Δ7-dafachronic acid; 370,000 tested, 1.4% active; activation, % at 6.8 µM; AID 652067;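 active means activation above the mean of all tested compounds plus 3 SD, cut at about 5.5% in these data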;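 further: 100% = response to 3 µM Δ7-dafachronic acid high control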
PLC-beta3 inh – blocks human PLC-beta3 enzyme activity; Q01970; Purified PLC-beta3, fluorogenic substrate, fluorescence; inhibition, % at 12.2 µM; 370,000 tested, 0.18% active; AID 720704; in the data active means inhibition above about 11%;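 further: 0% = median of compound wells on plate and 100% = full blocker control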
sPLA2-III inh – Inhibits HGIII-sPLA2 liposome hydrolysis, primary screen; Q9NZ20; QFRET BODIPY PC-A2 liposome hydrolysis, fluorescence; inhibition, % at 12.2 µM; 370,000 tested, 0.56% active; AID 743126;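 active means inhibition above mean plus 3 SD of compounds lying within the high and low control bounds, cut at about 19% in these data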;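 further: 0% = median of test compound wells and 100% = no enzyme DMSO wells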
SMARCA2 act – SMARCA2 function activation, primary screen; 370,000 tested, 1% active; activation, % at 9.1 µM; MG213 cells, MMTV-luciferase reporter, dexamethasone, overnight; in the data active means activation above about 7.8%;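 further: 0% = vehicle wells and 100% = reference activator wells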
Rev-erbA mod – modulators of human Rev-erb alpha DNA binding. Rev-erbα–FITC-DNA binding, fluorescence polarization, 90 min. activity, % at 10 µM. 370,000 tested, 0.79% active. AID 1259318;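 active means activity above about 14%, limit read from the data; passing the limit was not always enough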;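 further: 0% = DMSO wells with 35 nM protein and 100% = DMSO wells with 750 nM protein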
Target sequence (P20393 whole entry, looked up): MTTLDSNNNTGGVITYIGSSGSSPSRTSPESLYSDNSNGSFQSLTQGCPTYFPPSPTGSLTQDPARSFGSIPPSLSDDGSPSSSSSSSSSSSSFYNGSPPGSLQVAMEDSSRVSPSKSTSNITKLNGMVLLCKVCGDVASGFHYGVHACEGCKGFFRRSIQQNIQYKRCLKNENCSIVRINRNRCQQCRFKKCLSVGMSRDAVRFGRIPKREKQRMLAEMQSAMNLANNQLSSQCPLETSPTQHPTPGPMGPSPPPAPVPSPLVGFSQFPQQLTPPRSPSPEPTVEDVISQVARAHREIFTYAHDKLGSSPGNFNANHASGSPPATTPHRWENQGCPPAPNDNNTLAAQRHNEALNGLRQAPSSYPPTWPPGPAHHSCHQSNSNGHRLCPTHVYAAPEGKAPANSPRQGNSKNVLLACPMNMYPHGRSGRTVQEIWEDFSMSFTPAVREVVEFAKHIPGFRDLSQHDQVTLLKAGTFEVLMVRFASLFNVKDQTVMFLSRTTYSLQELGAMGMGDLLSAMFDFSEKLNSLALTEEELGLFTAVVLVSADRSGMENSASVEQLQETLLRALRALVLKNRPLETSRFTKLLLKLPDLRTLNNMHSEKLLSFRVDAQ
ssDAF-12 act – activates DAF-12 receptor from parasite S. stercoralis; activation, % at 6.8 µM; HEK293 ssDAF-12/GRIP1 lit1-tk-luc reporter, luminescence; % of 3 µM dafachronic acid response; AID 652126; 370,000 tested, 1% active;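 active means activation above the mean over all tested compounds plus 3 SD, cut at about 0.9% in these data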;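 further: 0% = DMSO-only wells and 100% = 3 µM delta7-dafachronic acid wells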
PG9 Ab binder – small molecules binding HIV-1 gp120 antibody PG9 | TR-FRET gp120-PG9 antibody binding | inhibition, % at 6.7 µM | 360,000 tested, 0.43% active; in the data active means inhibition above about 8.5%
DAX1 inh-1 – inhibitors of human orphan nuclear receptor DAX1 (NR0B1); HEK293 Gal4-DAX1 luciferase reporter, luminescence; AID 504766; inhibition, % at 6.75 µM; 340,000 tested, 0.99% active; P51843;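 active means inhibition above the mean over all tested compounds plus 3 SD, cut at about 4.2% in these data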;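 further: 0% = DAX1-transfected cells with DMSO and 100% = empty-vector control cells with DMSO; inhibition shows as a rise in luminescence from relieved DAX1 repression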
Target sequence (P51843 207-470 limits assumed): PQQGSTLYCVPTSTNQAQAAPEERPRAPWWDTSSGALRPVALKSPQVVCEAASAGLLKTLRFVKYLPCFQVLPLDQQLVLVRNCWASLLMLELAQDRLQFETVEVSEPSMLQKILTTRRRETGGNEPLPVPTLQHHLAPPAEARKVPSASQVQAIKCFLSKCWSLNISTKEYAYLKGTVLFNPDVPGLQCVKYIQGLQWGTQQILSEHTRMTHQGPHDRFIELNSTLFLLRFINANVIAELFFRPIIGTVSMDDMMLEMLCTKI
GAA850 FXN act – increases GAA850 frataxin promoter reporter activity; HEK293 lucGAA850 FXN promoter luciferase reporter, 24 h; percent of 10 µM SAHA response; activation, % at 6 µM; 360,000 tested, 0.56% active; AID 540364;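 active means activation above the average of all compounds screened plus 3 SD, cutoff fixed separately per campaign, cut at about 7.5% in these data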;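 further: 0% = DMSO wells and 100% = 10 µM SAHA wells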
DAX1 inh-2 – blocks DAX1 repression of SF-1 activated StAR promoter | HEK293T StAR-luciferase reporter, SF-1/DAX-1 repression relief | inhibition, % at 6.8 µM | 370,000 tested, 1.1% active | AID 652010;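 active means inhibition above the mean over all tested compounds plus 3 SD, cut at about 3.6% in these data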;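 further: 0% = DAX-1 cells with DMSO and 100% = cells lacking DAX-1 with DMSO; higher inhibition means more luminescence from relief of DAX-1 repression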
hgDAF-12 ag – hgDAF-12 agonism, primary luciferase screen | HEK293 GAL4-hgDAF12 UAS-luciferase reporter, agonist luminescence; normalized to butyrate control | AID 687014 | activation, % at 6.8 µM | 370,000 tested, 1.8% active;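 active means activation above a cutoff set at the mean of all screened compounds plus 3 SD, cut at about 10% in these data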;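 further: 0% = DMSO wells and 100% = sodium butyrate wells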
* = called active by the depositor; nt = not tested or not shown.

SMILES	hcDAF-12 act	PLC-beta3 inh	sPLA2-III inh	SMARCA2 act	Rev-erbA mod	ssDAF-12 act	PG9 Ab binder	DAX1 inh-1	GAA850 FXN act	DAX1 inh-2	hgDAF-12 ag
Nn1cnc2c(ncn2C2OC(CO)C(O)C2O)c1=O (stereo not drawn)	0.7	1	5	-1	2	-1.2	-1.1	nt	13*	0.1	-0.8
Cc1cccc(C(=O)OCC(=O)NC(C)CCc2ccccc2)c1 (stereo not drawn)	-2.1	-2	6	-5	3	-1.6	2.1	1.7	2.3	0.1	-3.1
COc1ccccc1C1=NOC(Cn2c(NCC3CCCO3)nc3c2c(=O)n(C)c(=O)n3C)C1 (stereo not drawn)	-1.2	-34	2	-1	0	-0.8	-0.6	-2.3	0.4	0.0	-0.3
Cc1cc(NC(=O)CCC(=O)N(C2CC2)C(C(=O)NC(C)(C)C)c2ccccc2Cl)no1 (stereo not drawn)	-2.2	-4	0	-3	8	-1.3	-0.8	-1.3	-1.4	-0.1	-0.2
CC(C)N1CCCCC(NC(=O)c2c(F)cccc2F)C1=O (stereo not drawn)	1.0	4	5	-1	-2	-1.0	nt	nt	nt	0.7	-0.5
COc1ccc(CN2CCNC(=O)C2CC(=O)N(C)CCC2CCOCC2)cc1OC (stereo not drawn)	-0.3	-17	11	-1	-2	-0.9	1.6	-0.1	1.9	0.8	-0.6
COCCn1c(SCC(=O)Nc2ccc3c(c2)CCC3)nc2ccccc2c1=O	-1.3	1	3	-3	0	-1.2	-0.8	-0.3	2.5	0.0	2.8
COc1ccc(C(=O)NCC(c2cccs2)N2CCOCC2)cc1OC (stereo not drawn)	1.7	4	8	-2	-6	-1.2	-0.2	0.1	1.1	-0.7	-1.2
COc1cc(C2(O)CCCCC2C)cc(OC)c1OC (stereo not drawn)	0.6	1	-3	-4	10	-1.0	-3.2	0.3	-0.9	0.4	0.4
O=C(COC(=O)c1cc(Cl)ccc1Cl)Nc1ccc2[nH]c(=O)[nH]c2c1	0.9	-14	1	-3	3	0.1	-1.9	0.0	1.9	1.3	0.7
Cc1cccc2sc(N(CCCN(C)C)C(=O)c3nc4ccccc4s3)nc12	2.1	5	-3	1	2	0.8	-1.8	-0.7	0.6	-0.9	-0.2
O=C(NC1CCCN(Cc2ccc(Cl)cc2)C1)c1ccccc1C(F)(F)F (stereo not drawn)	-1.7	-2	0	-3	3	-0.4	-1.7	0.7	-0.2	-0.5	0.0
CSc1sc(C(=O)NCC2CC2)c2c1S(=O)(=O)N(C)c1ccccc1-2	1.5	1	1	-2	22	-1.5	-0.3	2.5	-0.5	0.1	1.5
CCCCOC(=O)n1c(SCC(=O)N(C)C)nc2ccccc21	0.4	1	1	2	-1	-2.1	1.1	-0.6	0.7	-0.6	4.2
COc1cccc(CN2CCC(C(=O)NC(c3ccc4c(c3)OCO4)c3ccccn3)CC2)c1 (stereo not drawn)	0.6	5	-4	-2	-3	-1.1	1.0	nt	-0.7	0.1	0.3
COc1cccc(NC(=O)C(Sc2nnnn2C)c2ccccc2)c1 (stereo not drawn)	-0.7	4	-15	-3	1	-1.0	-2.9	1.4	1.0	0.6	1.3
COc1ccc(S(=O)(=O)N(C)C[C@H]2OCc3cn(nn3)CCCC(=O)N([C@H](C)CO)C[C@@H]2C)cc1	0.2	4	3	8	-5	-1.3	-0.3	1.6	2.7	0.2	-0.6
NC(=O)c1nn(CC(=O)Nc2cccc(S(=O)(=O)N3CCCCCC3)c2)c(=O)c2ccccc12	-1.0	-3	-23	-2	-5	-0.8	0.5	-0.4	0.6	0.1	-3.4
CC(CC(=O)Nc1cccc(F)c1)S(=O)(=O)c1ccc2c(c1)NC(=O)CO2 (stereo not drawn)	-0.6	-3	-11	0	-2	-1.0	-2.6	-0.5	-1.1	-0.4	-0.2
Cc1ccc(NC2CCCN(C(=O)c3ccoc3)C2)cc1C (stereo not drawn)	0.8	-4	1	-1	2	-1.5	-0.1	0.8	2.9	2.1	-0.5
OC(CNCCc1ccccc1)COc1ccc(OCC(O)CNCCc2ccccc2)cc1 (stereo not drawn)	-1.6	-8	-6	-1	0	-0.9	1.4	0.7	2.0	0.3	-3.0
O=C(O)c1ccccc1C(=O)N1CCN(C(=O)c2ccccc2Cl)CC1	-0.1	2	0	-1	-1	-0.9	-1.7	-0.2	-0.3	0.0	1.1
CCn1cc(S(=O)(=O)c2ccc(OC)cc2)c(=O)c2cc(OC)ccc21	-0.4	-11	-4	0	2	-1.6	0.2	0.5	-1.1	1.7	-0.5
Cn1ncc(Cl)c1C(=O)NC(=S)Nc1sc2c(c1C#N)CCCCC2	0.0	0	8	-2	-5	-0.8	1.4	0.0	1.9	-0.3	4.1
Cc1cc(C)nc(N2CCCC(C(=O)Nc3nnc(C(C)C)s3)C2)n1 (stereo not drawn)	-1.0	2	-2	-3	6	-1.2	-0.5	nt	nt	-0.8	2.0
Cc1ccc2cc(CN(CC3CCCO3)C(=O)Nc3ccccc3F)c3nnnn3c2c1 (stereo not drawn)	0.7	4	6	0	1	0.3	-1.7	0.1	1.0	-0.1	2.0
CC1CCc2nc3ccc(S(=O)(=O)N4CCC(C(=O)NC5CCCC5)CC4)cc3c(C(=O)O)c2C1 (stereo not drawn)	3.8	-26	-7	-1	2	-0.2	0.6	2.5	-0.8	-0.5	1.8
CCN1C(=O)[C@H]2[C@H]3CN=C(SC)N3[C@@](C)(C(=O)OC)[C@H]2C1=O	2.6	1	2	-6	-15	-1.4	0.6	0.6	0.0	0.3	-0.8
Cc1ccc(NC(=O)Cn2nnc(-c3ccccc3F)n2)cc1C	-2.6	-6	5	-5	-1	-1.1	nt	nt	nt	1.4	0.1
Cc1cc(N2CCN(CC(C)(C)O)C[C@H]2C)ccc1N1CCN(CC(C)(C)O)[C@@H](C)C1	-1.5	-5	12	-3	-7	-1.1	1.0	nt	nt	-0.3	-3.9
COc1ccc(CN(CC2CCC(C(=O)O)CC2)C(=S)Nc2cc(Cl)ccc2OC)cc1 (stereo not drawn)	2.0	1	-3	-3	-6	-1.7	-0.8	1.2	0.9	0.5	1.3
O=C(CCN1C(=O)C2C3C=CC(C3)C2C1=O)NCc1cccnc1 (stereo not drawn)	0.4	-1	3	2	1	-1.0	-0.7	1.1	-1.8	-0.4	-0.6
C=CCc1cc(C)ccc1OCCn1ccnc1	0.3	4	-13	0	-4	-0.9	1.3	-0.2	0.1	-0.4	1.6
O=C(Nc1nccs1)C1CC(=O)N(c2ccc(Cl)cc2)C1 (stereo not drawn)	-1.0	-2	-3	-2	-1	-1.9	-0.3	-0.4	-1.6	0.3	-2.3
Cc1ccc(NC(=S)NC2CCSc3ccccc32)cc1 (stereo not drawn)	-1.8	-2	1	4	5	-0.6	-0.9	-0.3	3.9	-0.2	1.7
Cc1ccc(OCC(O)CNCc2ccc(F)cc2)cc1 (stereo not drawn)	-1.8	5	-3	-1	-2	-0.3	-0.2	0.4	3.5	0.5	0.1
O=C(/C=C/c1ccccc1)Oc1ccccc1C(=S)N1CCOCC1	0.0	7	-1	1	1	-0.6	-2.4	1.8	1.5	-0.6	-1.3
C=CCOC(=O)C(C#N)c1nc2ccccc2nc1N1CCN(Cc2ccccc2)CC1 (stereo not drawn)	-1.3	-33	4	0	9	-1.1	-3.0	0.8	1.0	0.6	-0.8
CCC[C@H]1[C@@H](NC(=O)c2cccc(N(C)C)c2)CC[C@@]23CCCN2C(=O)CCC[C@@H]13	-2.6	-128	4	nt	-1	-1.7	nt	nt	nt	nt	3.2
COC(=O)C1=C(C(=O)OC)[C@@H]2Nc3ccccc3[C@@]23C[C@@H](C(=O)OC)N(C(=O)c2cccs2)C3=N1	-0.5	5	-2	1	-1	-1.3	1.6	0.8	-1.0	0.0	-0.9
Cc1ccc2ncnc(Nc3ccc(C)c(C)c3)c2c1	-1.4	-49	1	0	0	-1.5	-0.7	-2.1	-2.8	-1.0	4.8
Cc1ccc2c(c1)nnn2C1CCN(CC(=O)NNC(=O)c2ccco2)CC1	-0.7	-1	8	5	4	-0.6	0.8	1.4	0.2	0.6	3.4
O=C(NCc1ccccn1)C(=O)NCC(c1ccco1)N1CCOCC1 (stereo not drawn)	0.3	-7	9	0	2	-0.4	0.9	1.0	-1.5	-0.8	-2.0
COC(C(=O)Nc1ccnn1C1CCN(C(=O)c2cccc(F)c2)CC1)c1ccccc1 (stereo not drawn)	-0.1	-2	-2	0	2	-1.3	0.7	-0.2	-0.8	0.3	0.9
CC(=O)/C(=N/Nc1ccccc1)Sc1nnc(CCc2ccccc2)n1-c1ccccc1	-1.8	5	8	-2	-6	-1.5	-3.4	0.1	-2.1	-0.9	-2.7
CN(C)S(=O)(=O)c1cc(NC(=O)COC(=O)c2ccc3c(c2)OCO3)ccc1Cl	-0.9	0	-19	0	3	-0.1	-0.5	-0.4	0.7	-0.3	4.6
CN(c1ccccc1)S(=O)(=O)c1ccc(Cl)c(C(=O)NCc2ccccc2CN2CCCC2)c1	2.9	-2	-2	1	-3	-0.8	-1.3	1.2	-0.1	2.7	-1.6
N#C/C(=N\Nc1ccc(Cl)cc1)C(=N)N1CCCCCC1	4.5	-1	6	3	-9	0.1	-3.2	10*	12*	7.6*	18*
COc1ccc(Br)cc1/C=N/NC(=O)c1cc(OC)c(OC)c(OC)c1	-1.6	-6	4	-1	-1	-1.6	0.7	0.6	-2.8	-0.6	-3.1
O=C(NCc1ccco1)c1cccc(S(=O)(=O)N2CCc3ccccc32)c1	-1.6	1	-18	-4	-2	-1.1	-0.1	1.6	3.2	0.3	-2.6
Remaining list, next part
SMILES	hcDAF-12 act	PLC-beta3 inh	sPLA2-III inh	SMARCA2 act	Rev-erbA mod	ssDAF-12 act	PG9 Ab binder	DAX1 inh-1	GAA850 FXN act	DAX1 inh-2	hgDAF-12 ag
Cc1nc2cc(-c3ccccc3)nn2c(C)c1CCC(=O)NC(C)c1ccc2c(c1)OCCO2 (stereo not drawn)	-4.8	-114	-12	-7	-3	-2.6	-1.0	-1.7	-7.0	-1.6	-8.3
Cc1ccccc1NC(=O)C1CCN(c2cc(-c3ccccc3)nc3ncnn23)CC1	-1.2	0	5	-5	7	-1.5	8.8*	-1.2	-3.8	-0.7	-0.7
CCOC(=O)c1sc2c(c1C)c(=O)c(C(=O)OCC)cn2CC	-1.3	2	2	0	1	-1.5	-0.4	1.3	-1.6	0.8	-3.6
COc1ccccc1N(CC(=O)NCc1ccco1)S(C)(=O)=O	-0.6	4	-1	0	-5	0.1	-1.4	-0.3	0.1	0.0	-3.3

Structures listed so far with a COOH group, in the order listed:
SMILES	hcDAF-12 act	PLC-beta3 inh	sPLA2-III inh	SMARCA2 act	Rev-erbA mod	ssDAF-12 act	PG9 Ab binder	DAX1 inh-1	GAA850 FXN act	DAX1 inh-2	hgDAF-12 ag
O=C(O)c1ccccc1C(=O)N1CCN(C(=O)c2ccccc2Cl)CC1	-0.1	2	0	-1	-1	-0.9	-1.7	-0.2	-0.3	0.0	1.1
CC1CCc2nc3ccc(S(=O)(=O)N4CCC(C(=O)NC5CCCC5)CC4)cc3c(C(=O)O)c2C1 (stereo not drawn)	3.8	-26	-7	-1	2	-0.2	0.6	2.5	-0.8	-0.5	1.8
COc1ccc(CN(CC2CCC(C(=O)O)CC2)C(=S)Nc2cc(Cl)ccc2OC)cc1 (stereo not drawn)	2.0	1	-3	-3	-6	-1.7	-0.8	1.2	0.9	0.5	1.3
